Bioassay records from PubChem.
ELG1 genotox = induces genotoxicity in HEK293T cells with luciferase-tagged ELG1; HEK293T ELG1-luciferase reporter, luminescence, 16 h; 330,000 compounds, 1.3% hits; AID 504466; Potency, µM (series often up to 46 µM), for inactives: at the top dose activity change, positive = activation, usual class: activators; note: potency is the fitted concentration of half-maximal effect; % of control where 0% means no effect; nearly all actives have a fitted effect of over 60% in size
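HEK293T cells expressing luciferase-tagged ELG1 were exposed to compound or DMSO vehicle for 16 hr at 37 °C and 5% CO2. Luciferase activity was then measured with ONE-Glo after 30 min at room temperature.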
p53 reactivator = restores transcriptional activity of mutant p53; H1299 p53-A138V BP100-luciferase reporter, luminescence, 24 h; Potency, µM (titrated, usually from 92.2 µM), inactives show top-dose activity change, positive = activation, usual class: activators; 320,000 compounds, 0.063% hits; AID 504706; note: potency is the fitted concentration of half-maximal effect; % of control where 0% means no effect; nearly all actives have a fitted effect of over 45% in size
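H1299 (p53-null), stable ts p53-A138V + BP100-Luc; 1000 cells/well, Opti-MEM/10% FBS; cpd 4 pt, 1:5; 24 h, 37 deg C, 5% CO2; detection reagent 10 min RT; luminescence.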
TSG101-PTAP inh = blocks PTAP/TSG101 interaction to inhibit HIV-1 budding. Q99816. Fluorescence polarization, FITC-PTAP peptide / Tsg101 binding. Potency, µM (doses to about 115 µM), for the others: at the top dose activity change, negative = inhibition, most hits filed as inhibitors. 340,000 tested, under 10 active. AID 493005; active = well fitted inhibition curve with a large enough effect in the main read-out, with a control signal flat, not every such curve was filed as active; inconclusive = small, poorly fitted or top-dose-only effect, or effect the other way, or a change in a side signal; inactive = no such curve, though single readings can be large or run the other way; note: potency is the fitted concentration of half-maximal effect; % of control where 0% means no effect
Target sequence (Q99816 whole entry, looked up): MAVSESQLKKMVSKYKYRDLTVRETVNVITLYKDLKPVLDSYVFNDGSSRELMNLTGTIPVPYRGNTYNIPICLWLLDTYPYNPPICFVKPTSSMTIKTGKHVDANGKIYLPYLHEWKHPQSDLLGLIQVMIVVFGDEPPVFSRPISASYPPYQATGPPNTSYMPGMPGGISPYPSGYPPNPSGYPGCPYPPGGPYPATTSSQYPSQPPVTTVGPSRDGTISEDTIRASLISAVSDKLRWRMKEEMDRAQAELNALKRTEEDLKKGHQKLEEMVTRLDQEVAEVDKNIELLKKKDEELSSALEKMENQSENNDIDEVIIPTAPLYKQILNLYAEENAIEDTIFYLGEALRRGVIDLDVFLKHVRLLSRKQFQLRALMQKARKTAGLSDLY
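Compounds were pin-transferred onto Tsg101 binding domain (10 uM final) in HEPES pH 7.5 buffer, then FITC-PTAP peptide was added at 50 nM final. After 20 min at RT, polarization reported peptide displacement across a qHTS concentration series.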
BRCA1 expr act = activators of BRCA1 expression | MCF7-BRCA1-FFLuc reporter, luminescence, 48 h; response scale: scaled: vehicle 0%, 10 µM genistein 100% | Potency, µM (series often up to 46.1 µM), inactives show top-dose activation, actives largely listed as activators | 380,000 compounds, 1.1% hits; note: potency is the fitted concentration of half-maximal effect; nearly all actives have a fitted effect of over 80% in size; some results filed as inactive show a strong effect at the top dose
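Using MCF7 cells harboring a BRCA1 firefly luciferase reporter, plated 2 h before compound pinning, the screen measured luminescence after 48 h incubation. Responses were normalized to DMSO and 10 microM genistein, then fitted for concentration-effect.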
B2AR arrestin = agonists driving beta-arrestin recruitment to human beta2-adrenergic receptor; Potency, µM (doses to about 46.1 µM), for the others: at the highest dose activation, usual class: activators; 330,000 compounds, 0.02% hits; AID 492947; beta-arrestin recruitment to beta2AR, cell-based reporter;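 note: potency is the fitted concentration of half-maximal effect; 0% = DMSO controls and full agonism = EC100 isoproterenol or metaproterenol; nearly all actives have a fitted effect of over 65% in size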
Eya2 phos inh = Eya2 (human) phosphatase inhibition; 330,000 compounds, 0.006% hits; recombinant Eya2, OMFP fluorescence dephosphorylation (OMFP is methylfluorescein phosphate); Potency, µM (highest dose often 76.9 µM), for inactives: top-dose activity, negative = inhibition, most hits filed as inhibitors; O00167; note: potency is the fitted concentration of half-maximal effect; % is set by controls: 0 for no effect and ±100 for the full control effect
Target sequence (O00167 whole entry, looked up): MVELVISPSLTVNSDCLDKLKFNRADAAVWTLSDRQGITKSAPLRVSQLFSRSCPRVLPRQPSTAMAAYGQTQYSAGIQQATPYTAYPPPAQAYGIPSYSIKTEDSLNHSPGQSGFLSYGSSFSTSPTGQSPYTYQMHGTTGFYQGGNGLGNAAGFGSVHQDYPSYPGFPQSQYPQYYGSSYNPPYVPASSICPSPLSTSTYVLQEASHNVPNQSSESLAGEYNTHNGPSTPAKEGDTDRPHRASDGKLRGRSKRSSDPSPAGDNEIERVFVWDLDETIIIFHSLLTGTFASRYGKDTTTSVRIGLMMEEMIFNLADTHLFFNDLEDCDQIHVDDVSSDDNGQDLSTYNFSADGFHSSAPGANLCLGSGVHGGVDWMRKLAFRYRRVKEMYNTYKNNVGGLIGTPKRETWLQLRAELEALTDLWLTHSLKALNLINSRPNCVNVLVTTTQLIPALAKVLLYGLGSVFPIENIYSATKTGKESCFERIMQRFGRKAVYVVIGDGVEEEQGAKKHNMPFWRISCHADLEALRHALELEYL
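Eya2 protein (added as 0.2 uM solution) was preincubated with compound for 10 min at ambient temperature in 50 mM HEPES pH 7.5, 50 mM NaCl, 5 uM MgCl2, 0.05% BSA, 1 mM DTT. OMFP (added at 50 uM) then reacted 10 min; fluorescence read at 485/525 nm.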
USP2a inh = USP2a (human) protease inhibition | USP2 core, Ub-CHOP2 coupled fluorogenic reporter, 485/531 | 330,000 compounds, 0.01% hits | O75604 | Potency, µM (highest dose often 38.3 µM), inactives show top-dose activity change, negative = inhibition, most hits filed as inhibitors;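 note: potency is the fitted concentration of half-maximal effect; plate controls were DMSO wells for no effect and full inhibition by NEM control for full effect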
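Cell-free coupled assay: 10nM USP2 core preincubated 30min RT with compound in Tris-HCl pH 8.0/CaCl2/CHAPS buffer, then 25nM Ub-CHOP2 and 25nM reporter substrate; fluorescence (Ex 485/Em 531) read after 60min RT, normalized to NEM inhibition, concentration-response curves fitted.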
uPA generation = inhibitors of cell surface uPA generation | cell surface uPA generation assay, qHTS | Potency, µM (doses to about 38.3 µM), without a hit: at the top dose activity change, negative = inhibition, most hits filed as inhibitors | 330,000 compounds, 0.31% hits | AID 540303; active = well fitted inhibition curve with a large enough effect; inconclusive = small, poorly fitted or top-dose-only effect; inactive = no such curve, though single readings can be large or run the other way; tested in mouse RAW 264.7 cells; note: potency is the fitted concentration of half-maximal effect; % is set by controls: 0 for no effect and ±100 for the full control effect; nearly all actives have a fitted effect of over 55% in size
ASM inhibitor = blocks human secretory acid sphingomyelinase. 340,000 compounds, 0.006% hits. Potency, µM (series often up to 57.5 µM), for inactives: at the top dose activity change, negative = inhibition, hits mostly inhibitors. placental ASM, HMU-PC fluorogenic substrate, 60 min; note: potency is the fitted concentration of half-maximal effect
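HMU-PC0 cleavage (9 uM final) by human placental ASM, 60 min at 37 °C following 10 min compound exposure at RT; stopped at pH 10, fluorescence Ex 386/Em 447 nm.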
Integrin act MD = activates integrin-mediated alleviation for muscular dystrophy. alpha7betagal myoblasts, beta-gal FDG fluorescence, 48 h. Potency, µM (top dose mostly 38.3 µM), inactives show at the top dose activation, hits mostly activators. 350,000 compounds, 0.064% hits;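 note: potency is the fitted concentration of half-maximal effect; 100% = response of the positive control SU9516; nearly all actives have a fitted effect of over 60% in size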
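alpha7betagal+/- myoblasts (passage 13, 250/well) treated 48 h at 37C with compounds at 1:260 dilution of DMSO stock. Lysed, then beta-galactosidase activity read as FDG fluorescence (ex 480/em 540) after 30 min, with pre-read for autofluorescence.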
TRPV1 ag = agonists of human vanilloid receptor 1 (TRPV1). Q8NER1. TRPV1-expressing cells, Fluo-8 calcium influx, agonist mode. activation, % at 8.33 µM. 320,000 compounds, 0.19% hits. AID 540275; in the data active = activation above about 80%; inconclusive = between about 30% and that limit; note: 0% is about no effect
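Fluo-8 calcium influx in TRPV1-expressing cells, kinetic read (ex 480/em 520 nm). Compound added and read 3 min for agonist activity, followed by capsaicin at EC20 final and 2 min further read for enhancement.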
Numbers without * were called inactive; ? = inconclusive; . = no result given; & = joins results of further samples; [ ] = another dose, or the depositor's remark. Unless noted, calls come from the whole dose curve; as a rule, active = well fitted curve in the direction sought with a large enough effect; inconclusive = small, poorly fitted or top-dose-only effect, or another doubt; inactive = no such curve, though single readings can be large; an effect the other way counts as inactive or inconclusive.

SMILES	ELG1 genotox	p53 reactivator	TSG101-PTAP inh	BRCA1 expr act	B2AR arrestin	Eya2 phos inh	USP2a inh	uPA generation	ASM inhibitor	Integrin act MD	TRPV1 ag
O=C(CN1CCN(c2ccccn2)CC1)N1c2ccccc2Sc2ccc(C(F)(F)F)cc21	-9%	2%	-1%	7%[1.84 µM]	-0.2%	-17%	0%	0%	-8%	13%	0
Cc1ccc(C2CCN(C(=O)Nc3ccc(F)cc3)C2)cc1 (configuration not stated)	?	17%	0%	51%	0.0%	-10%	0%	-1%	-3%	43%	83*
COC(=O)c1ccc(S(=O)(=O)N2CCc3ccccc3C2)cc1	0%	-3%	-1%	-9%	0.0%	-4%	2%	14%	-1%	25%	7
CC(=O)Nc1ccc(NC(=O)CSc2nnnn2-c2ccccc2F)cc1	0%	8%	0%	-19%	-0.5%	14%	0%	8%	1%	1%	-4
CCOC(=O)C1(CCOc2ccccc2)CCN(CCCn2cccn2)CC1	-5%	2%	0%	-14%	1.4%	14%	2%	-3%	0%	-1%	8
CCCCCOc1ccc(C2NC(=O)NC2=O)cc1 (configuration not stated)	20%	3%	-6%	24%	0.5%	-14%	6%	6%	0%	14%	0
CCN(CC)Cc1cc(CCNC(=O)c2ccc(Cl)cc2)ccc1O	8%	13%	0%	-45%	-0.3%	20%	7%	.	-2%	-26%	11
O=C(OCc1cc(=O)n2c(n1)sc1ccccc12)c1ccc(O)cc1O	4%	10%	-3%	84%	0.0%	0%	3%	18%	-10%	16%	0
CC(C)(C)C(=O)N1CCN(c2ccc(NC(=O)c3ccc([N+](=O)[O-])o3)cc2)CC1	-9%	-10%	-5%	-91%	0.2%	5%	0%	-11%	-9%	-66%[inhibitor]	-2
Cc1ccc2[nH]c(C(=O)NCCN3CCCC3)cc2c1	0%	14%	-1%	-3%	-0.1%	-9%	0%	-5%	4%	?	0
N#Cc1c(-c2ccc(F)cc2)c2c([nH]c1=O)-c1ccccc1OC2	1%	0%	-5%	1%	-0.6%	-9%	1%	0%	.	-11%	1
Cn1cc(CN2CCCC(C(=O)Nc3cccc(-n4cccn4)c3)C2)cn1 (configuration not stated)	-1%	-2%	-5%	-17%	-0.2%	-1%	2%	-3%	0%	40%	-2
O=C(O)C1CCCCN1S(=O)(=O)c1ccc(Cl)s1 (configuration not stated)	5%	0%	0%	-11%	-0.1%	9%	-1%	5%	5%	0%	3
CN(C)c1ccc(C(=S)N2CCCC2)cc1Br	0%	10%	-5%	2%	-0.5%	13%	2%	2%	0%	-6%	-6
C/C=C1\COC(C(=O)NCCCN2CCCC2=O)(C(F)(F)F)C=C1C=C(C)C (configuration not stated)	.	.	-9%	11%	.	.	.	-5%	-1%	-2%	.
COc1ccc(C)cc1Nc1n[n+](-c2ccccc2)c(-c2cc([N+](=O)[O-])cc(OC)c2O)s1	0%	14%	?	2%	-0.6%	-10%	3%	10%	-2%	19%	4
Cc1ccc(C2(C)NC(=O)N(CC(=O)NCCC3=CCCCC3)C2=O)cc1 (configuration not stated)	-2%	-1%	-5%	0%	0.0%	-10%	1%	3%	0%	-19%	10
Cc1cccc(NC(=O)CSCC(=O)N(CCC(C)C)c2c(N)n(Cc3ccccc3)c(=O)[nH]c2=O)c1	-20%	-14%	-5%	-18%	0.2%	-10%	-3%	1%	1%	-15%	-2
O=[n+]1c2c(n([O-])c3ccccc31)CCCC2	0%	2%	-10%	2%	-0.2%	-10%	2%	.	1%	-2%	-5
CCCCCc1ccc(-c2ccc(OCC)cc2)nc1	11%	0%	0%	23%	-0.5%	2%	0%	-1%	13%	2%	-1
O=C/C=C/c1c(-c2ccccc2)cc2oc3ccccc3cc1-2	1%	-15%	-7%	-78%	-0.2%	12%	2%	-12%	-13%	-74%[inhibitor]	5
COC(=O)Cc1[nH]nc2c1C1(C(=O)N(Cc3ccccc3)c3ccccc31)C(C#N)=C(N)O2 (configuration not stated)	1%	-2%	-3%	-25%	0.2%	-10%	3%	3%	2%	-20%	0
Cc1cccc(OC(=O)c2cn(C)nc2C(F)(F)F)c1C	9%	9%	-5%	-22%	0.3%	5%	-2%	-3%	-1%	-20%	-6
CN1CCN(S(=O)(=O)c2cccc(C(=O)O)c2)CC1	0%	5%	-9%	1%	0.1%	10%	9%	6%	-2%	4%	1
COc1ccc(Oc2ccc(-c3ccn[nH]3)cc2)cc1	10%	13%	-1%	?	0.9%	9%	2%	3%	-3%	-3%	12
COc1ccccc1N(CC(=O)N(c1ccccc1)C(C)C)S(=O)(=O)c1cccs1	-10%	-4%	-3%	-19%	-0.6%	5%	3%	-12%	-2%	22%	13
CCCc1c(-c2ccc(O)cc2)nn(-c2ccc(O)cc2)c1-c1ccc(O)cc1	-7%	-3%	-5%	-23%	?	-18%&1%	-9%	-10%	-15%	.	0
COc1ccc(-n2nc(C(=O)NCC(=O)NCc3cccc(F)c3)c3ccccc3c2=O)cc1Cl	0%	3%	-2%	-19%	0.1%	-16%	1%	-2%	3%	0%	1
COc1ccc(CNC(=O)C2COc3ccccc3O2)cc1 (configuration not stated)	14%	?	-6%	?	-0.2%	1%	-1%	0%	4%	13%	15
O=C(/C=C/c1ccco1)NC(=S)Nc1ccc(N2CCOCC2)c(Cl)c1	0%	-2%	-6%	-61%	0.0%	-3%	2%	-17%	-2%	-7%	-2
Cc1c(NS(=O)(=O)c2ccc3c(c2)CCN3C(=O)C2CC2)c(=O)n(-c2ccccc2)n1C	2%	0%	-4%	-1%	-0.9%	-24%	0%	5%	2%	-22%	-4
O=C(NCC1CCCO1)c1ccc2c(=O)n(Cc3cccc(Br)c3)c(=S)[nH]c2c1 (configuration not stated)	0%	-6%	1%	-54%	0.1%	21%	-2%	0%	5%	13%	-1
Fc1ccccc1CN1CCN(c2ncccn2)CC1	-3%	10%	1%	-3%	-0.4%	7%	4%	1%	-1%	7%	2
CCCC(=O)Nc1ccc(Cl)c(NC(=S)NC(=O)c2cc3ccccc3o2)c1	16%	16%	0%	11%	-1.4%	1%	0%	2%	-3%	-3%	-2
Oc1cccnc1CN1CCOCC1	.	.	-1%	-7%	.	.	.	-2%	3%	-11%	.
Cc1ccc2cc(C=O)c(N3CCOCC3)nc2c1C	0%	3%	2%	-9%	-0.9%	1%	3%	0%	14%	-3%	8
COc1cccc(NC(=O)c2ccccc2-c2ccccc2)c1	-6%	-2%	-2%	5%	-0.9%	-26%	-3%	3%	2%	-6%	5
COC(=O)c1c(-c2ccc(OC)cc2)oc2ccc(-c3cc(OC)c(OC)c(OC)c3)cc12	.	.	-1%	5%	.	.	.	12%	-1%	25%	.
COc1cccc(NC=C2C(=O)OC3(CCCCC3)OC2=O)c1	?	12%	-2%	-26%	0.2%	-6%	1%	0%	-2%	27%	25
CCOCCCNC(=O)c1ccc2nc(-c3ccc(OC)c(OC)c3)c(-c3ccc(OC)c(OC)c3)nc2c1	-7%	-7%	0%	-27%	3.1%	-1%	5%	-5%	22%	11%	-1
COc1ccccc1NC(=O)N1CCCC1	0%	-5%	-1%	8%	-0.4%	11%	1%	2%	-3%	?	-4
CCOc1ccccc1NC(=O)c1cnc2n(c1=O)CCS2	-1%	13%	0%	-12%	-0.2%	0%	-1%	1%	25%	0%	11
COc1c2c(nc3occc13)C(CC=C(C)C)(OC)C(O)CC2 (configuration not stated)	0%	-7%	-12%	-8%	-0.2%	-3%	0%	1%	5%	-11%	3
O=C(Nc1ccncc1)c1ccc(NS(=O)(=O)c2ccc3[nH]c(=O)[nH]c3c2)cc1	0%	-2%	-1%	3%	4.5%	1%	2%	11%	5%	0%	3
CCOC(=O)CSc1n[nH]c(NC(=O)NC(C)C)n1	1%	1%	-7%	0%	-0.1%	-10%	-3%	17%	-2%	3%	-4
O=c1[nH]c2cc3c(cc2cc1CN(Cc1cccnc1)Cc1nnnn1Cc1ccco1)OCCO3	-1%	-9%	-11%	-63%	-0.1%	-11%	3%	.	50%[activator]	10%[7.66 µM]	0
CN(CC(=O)Nc1ccc(C(N)=O)cc1)CC(=O)Nc1ccccc1Cl	3%	7%	-2%	27%	-0.2%	-2%	1%	2%	6%	1%	5

Hits appear at their usual frequency. Share with any hit: about 2.6%.
